# Compound activity from PubChem.
# HEK293 tox: qHTS of GLP-1 Receptor Inverse Agonists: Cytotox Screen; HEK293 cAMP-luciferase reporter cells, luminescence, 24 h; Potency, µM (doses to about 38.3 µM), without a hit: at the highest dose activity change, negative = inhibition, hits mostly inhibitors; 410,000 compounds, 0.13% hits; AID 624418, 2012;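 also: loss of luciferase light is scored as toxicity; potency is read from the fitted curve at half-maximal effect; % is scaled to controls: 0 for no effect and ±100 for the full control effect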
#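 Seeding density was 200 cells/uL; after overnight-length (12 h) culture, 23 nL compounds went on for 24 h at 37 °C. Readout used a luciferase detection reagent, luminescence taken after 12 min at room temperature.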
# SW480 rereplic: A quantitative high throughput screen for small molecules that induce DNA re-replication in SW480 colon adenocarcinoma cells | SW480 DNA re-replication, Hoechst DNA content imaging, 48 h | Potency, µM (highest dose often 46.1 µM), for inactives: at the highest dose re-replication activation, most hits filed as activators | 340,000 compounds, 1.8% hits; also: potency is read from the fitted curve at half-maximal effect; % of control where 0% means no effect; nearly all actives have a fitted effect of over 55% in size
#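 DNA re-replication was detected as more nuclei of elevated Hoechst intensity after 48 hr exposure to compound (23 nL pinned per well of 250 cells).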
# HT1080NT lethal: qHTS for induction of synthetic lethality in tumor cells producing 2HG: qHTS for the HT-1080-NT fibrosarcoma cell line | HT-1080-NT fibrosarcoma viability, CellTiter-Glo ATP luminescence, 48 h | Potency, µM (series often up to 46.1 µM), without a hit: top-dose activity, negative = less viability, hits mostly cytotoxic | 360,000 compounds, 1.6% hits;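 also: NT is the 2HG producing partner of a matched IDH1 knockdown line; potency is read from the fitted curve at half-maximal effect; 0% = DMSO-treated cells and -100% = media-only wells without cells; nearly all actives have a fitted effect of over 55% in size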
#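 Read-out is CellTiter-Glo luminescence after 10 minutes at room temperature, following 48 hours' compound treatment of HT-1080-NT cells (750 cells/well, RPMI, 5% FBS, 37 degrees C).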
# HT1080 IDH1KD tx: qHTS for induction of synthetic lethality in tumor cells producing 2HG: qHTS for the HT-1080-IDH1KD cell line; HT-1080 IDH1 knockdown viability, ATP luminescence, 48 h; Potency, µM (titrated, usually from 46.1 µM), inactives show at the top dose activity, negative = toxicity, most hits filed as cytotoxic; 360,000 compounds, 2% hits;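 also: potency is read from the fitted curve at half-maximal effect; 0% = DMSO wells and -100% = cell-free medium wells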
#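 After a 2 h attachment period, IDH1KD HT-1080 cells took pin-transferred compound for 48 h at 37 °C; ATP-based luminescence after 10 min room-temperature reagent incubation reported viability.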
# KB-V1 cytotox: qHTS assay for MDR1-selective chemotherapeutics: Primary screen using the drug-selected MDR subline cells KB-V1; KB-V1 MDR cells viability, CellTiter-Glo, 72 h; Potency, µM (series often up to 46.1 µM), without a hit: at the top dose activity change, negative = cytotoxicity, usual class: cytotoxic; 400,000 compounds, 3.4% hits; AID 1347076, 2019; also: potency is read from the fitted curve at half-maximal effect; % is scaled to controls: 0 for no effect and ±100 for the full control effect; nearly all actives have a fitted effect of over 60% in size
#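 Cells of the MDR subline KB-V1 are plated, dosed with compound at multiple concentrations, and incubated 72 h at 37 degrees C; CellTiter-Glo is then added and luminescence read after 10 min.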
# KB-3-1 tox: qHTS assay for MDR1-selective chemotherapeutics: Primary screen using the parental adenocarcinoma cell KB-3-1; KB-3-1 viability, CellTiter-Glo ATP luminescence, 72 h; Potency, µM (top dose mostly 46.1 µM), for the others: at the highest dose activity change, negative = cytotoxic, most hits filed as cytotoxic; 400,000 compounds, 1.4% hits; also: potency is read from the fitted curve at half-maximal effect; % is scaled to controls: 0 for no effect and ±100 for the full control effect; nearly all actives have a fitted effect of over 60% in size
#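 Parental KB-3-1 adenocarcinoma cells in phenol-red-free DMEM with 10% FBS were pin-treated with compounds at several concentrations, incubated 72 h at 37 °C, and viability read by CellTiter-Glo luminescence; concentration-effect curves were fitted after normalization.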
# D3 ag: qHTS of D3 Dopamine Receptor Agonist: qHTS. 410,000 compounds, 0.58% hits. max activation, %. D(3) dopamine receptor (Homo sapiens), P35462. D3R DiscoveRx beta-arrestin cells, luminescence, 90 min. AID 652048, 2013; in the data active = max activation above about 30%; also: 0% is about no effect; mostly tested at two doses, the higher about 12 µM
# Target sequence (P35462 whole entry, looked up): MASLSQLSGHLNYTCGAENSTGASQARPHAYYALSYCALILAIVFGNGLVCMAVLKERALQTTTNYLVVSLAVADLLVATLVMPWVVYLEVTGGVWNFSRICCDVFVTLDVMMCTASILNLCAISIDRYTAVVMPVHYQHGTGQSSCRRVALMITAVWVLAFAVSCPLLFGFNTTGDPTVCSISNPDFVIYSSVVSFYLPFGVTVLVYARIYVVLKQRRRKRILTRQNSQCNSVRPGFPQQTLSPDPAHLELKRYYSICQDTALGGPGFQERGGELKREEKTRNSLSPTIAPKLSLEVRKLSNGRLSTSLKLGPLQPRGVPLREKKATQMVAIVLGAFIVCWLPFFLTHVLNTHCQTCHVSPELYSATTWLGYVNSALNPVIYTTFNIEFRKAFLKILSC
#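 Agonist-mode cell screen: cells plated at 1500/well and incubated overnight at 37 °C, then exposed to library compounds for 90 min at 37 °C. Detection reagent was added for 30–60 min at room temperature, and luminescence was read.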
# MCF10A rereplic: A quantitative high throughput screen for small molecules that induce DNA re-replication in MCF 10a normal breast cells; MCF 10A DNA re-replication, Hoechst nuclear intensity, 48 h; Potency, µM (titrated, usually from 46.1 µM), inactives show at the highest dose activity, positive = re-replication, actives largely listed as activators; 350,000 compounds, 2.9% hits; AID 624296, 2012; also: potency is read from the fitted curve at half-maximal effect; % of control where 0% means no effect; nearly all actives have a fitted effect of over 50% in size
# IL1B secr inh: qHTS for Inhibitors of Inflammasome Signaling: IL-1-beta AlphaLISA Primary Screen | THP-1 LPS/ATP IL-1B secretion, AlphaLISA, 16 h; stronger effect = lower value | activity change, % at 57.5 µM | 360,000 compounds, 4.7% hits | AID 743279, 2014; in the data active = activity change below about -50%; inconclusive = mostly about -30% to -49%; also: % is scaled to controls: 0 for no effect and ±100 for the full control effect
#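 THP-1 cells pretreated 1 hr with compounds (up to 57.5 uM final), then stimulated with LPS (250 ng/mL final) plus ATP (1.25 mM final); secreted IL-1B measured by AlphaLISA after 16 hr, decreased signal indicating inhibition.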
# Starred values were filed as active, the others as inactive; ? = inconclusive; . = not tested or not shown; & = joins results of further samples; [ ] = dose if it differs, or a comment. Unless noted, calls follow the shape of the dose curve; as a rule, active = well fitted curve in the direction sought with a large enough effect; inconclusive = small, poorly fitted or top-dose-only effect, or another doubt; inactive = no such curve, though single readings can be large; an effect the other way counts as inactive or inconclusive.
molecule	HEK293 tox	IL1B secr inh	KB-3-1 tox	HT1080 IDH1KD tx	MCF10A rereplic	HT1080NT lethal	D3 ag	KB-V1 cytotox	SW480 rereplic
CC(NC(=O)c1ccc(F)cc1)C(c1cccs1)N1CCN(C)CC1 (stereo not given)	11%	-3	-13%	-1%	0%	5%	-16	?	?
COc1cc(OC)cc(C(=O)NCC(=O)N2CC=C(c3ccccc3)CC2)c1	?	14	5.8µM*	13µM*	?	16µM*	-19	7.3µM*	7.3µM*
COC(=O)c1ccc(CNC(=O)C(NC(=O)c2ccco2)C(C)C)cc1 (stereo not given)	-4%	11	?	5%	3%	6%	-6	8%	-3%
CSc1ccc(CCNC(=O)CCCn2nc(C)c3sc4ccccc4c3c2=O)cc1	3%	.	5%	.	.	.	5	-14%	.
Cc1sc2nc(CN3CCCC3)nc(Cl)c2c1C	15%	-72*	18%	17%	?	11%	-13	9%	?
O=C(CSc1nc2ccccc2[nH]1)Nc1nc(-c2ccccc2)c(-c2ccccc2)o1	-3%	-25	0%	2%	0%	1%	5	?	-131%[inhibitor]
Cc1nc2c(c(=O)n1CCC1=CCCCC1)c1nc3ccccc3nc1n2/N=C/c1ccccc1	13%	-21	-1%	12%	23µM*	2%	10	9.2µM*	0%
CCOC(=O)C1=CCN(S(=O)(=O)c2ccccc2C)C1c1ccc(F)cc1 (stereo not given)	-9%	11	-2%	0%	.	4%	-10	-1%	.
CN(CC(=O)NCc1ccco1)S(=O)(=O)c1ccc2c(c1)c(=O)n(C)c(=O)n2C	1%	10	0%	2%	9%	-7%	6	6%	-11%
COc1cccc(CN2CCN(CCc3ccccc3)C(CCO)C2)c1OC (stereo not given)	3%	-9	6%	1%	19%	2%	-6	-27%	-8%
CC(C)c1ccc(-c2nc(N3CCCCC3)[nH]c(=O)c2C#N)cc1	-12%	0	-4%	1%	-2%	2%	2	19%	-2%
Oc1ccccc1N1CCN(c2nnnn2-c2ccccc2)CC1	-13%	-10	8%	8%	1%	13%	1	-29%	-4%
COc1ccc(S(=O)(=O)N2CCOC2CNC(=O)C(=O)NCc2ccco2)cc1OC (stereo not given)	-5%	-8	8%	17%	0%	14%	0	19%	-7%
CC(=O)C1=C(O)C(=O)N(CCc2c[nH]c3ccccc23)C1c1cccc(O)c1 (stereo not given)	5%	24	7%	15%	-2%	16%	4	9%	-15%
Cc1ccc(S(=O)(=O)NNC(=O)CCC(=O)Nc2ccc(C)c(C)c2)cc1	-1%	0	0%	-10%	4%	-3%	-9	-2%	24%
Cc1oc2cc3oc(=O)c(CCC(=O)NCCCN4CCOCC4)c(C)c3cc2c1C	6%	?	0%	-10%	3%	-10%	24	13%	-6%
CCCCn1c(N)c(N(CCC(C)C)C(=O)COC(=O)/C=C/c2ccc(F)cc2)c(=O)[nH]c1=O	-12%	-14	?	-3%	?	-4%	-1	21%	23%
O=C(COC(=O)c1cccs1)Nc1ccccc1C(F)(F)F	6%	-11	-9%	8%	-5%	-5%	0	?	-23%
N#CCCSc1ncnc2c1oc1ccccc12	-1%	8	?	?	-8%	3%	-2	12µM*	-12%
O=C(CSc1ncn[nH]1)Nc1ccccc1C(=O)O	6%	22	14%	22%	-2%	16%	-3	0%	-2%

# Overlap with the part before: 2 compounds, then new ones.
molecule	HEK293 tox	IL1B secr inh	KB-3-1 tox	HT1080 IDH1KD tx	MCF10A rereplic	HT1080NT lethal	D3 ag	KB-V1 cytotox	SW480 rereplic
N#CCCSc1ncnc2c1oc1ccccc12	-1%	8	?	?	-8%	3%	-2	12µM*	-12%
O=C(CSc1ncn[nH]1)Nc1ccccc1C(=O)O	6%	22	14%	22%	-2%	16%	-3	0%	-2%
CCOC(=O)CSc1nnc(-c2ccccc2)c(=O)[nH]1	15%	-4	24%	-2%	-1%	-5%	-6	-2%	1%
COc1ccc(CNC(=O)C2Cc3cc(S(=O)(=O)N4CCCCCC4)ccc3N2C(C)=O)cc1 (stereo not given)	-3%	.	2%	.	.	.	4	6%	.
NC(=O)CN1CCN(C(=O)NC2CCCCC2)CC1	4%	6	29%	-1%	-2%	-12%	2	0%	-3%
Cc1cc(-c2ccc(C)c(S(=O)(=O)NCc3cccc(Br)c3)c2)on1	0%&-5%	-26	?	?	1%	-25%	2&-10	?	-7%
O=C(CSCCO)Nc1ccccc1	-11%	-8	-8%	16%	0%	9%	5	4%	-5%
CC(C)N(C)S(=O)(=O)c1ccc(Cl)c(C(=O)O)c1	-1%[7.66 µM]	-9	2%	4%	-1%	0%	4	0%	-2%
COc1cccc(NC(=O)C(=O)NCCCN2CCCC2=O)c1	13%	-2	-2%	-1%	-2%	-5%	8	2%	-460%[inhibitor]
CCOCCc1nnc(NC(=O)Cc2ccc(Br)cc2)s1	-6%	14	7%	6%	-2%	13%	0	6%	-8%
CCOc1ccccc1N(CC(=O)N1CCCC1)S(C)(=O)=O	13%	21	-8%	21%	-1%	17%	0	-8%	-2%
CCOC(=O)c1c(C)[nH]c(C(=O)NNC(=O)c2ccccc2F)c1C	-1%	0	10%	22%	0%	12%	4	-7%	2%
CSc1ccc(C(=O)C2CCCN(C(=O)c3nn(C)c(=O)c4ccccc34)C2)cc1 (stereo not given)	0%	-18	?	?	?	?	8	-35%	-7%
Cc1cc(=O)n(C)c(=O)n1CCCCOc1ccc([N+](=O)[O-])cc1	-7%	-5	?	-9%	13%	-6%	-1	?	2%
CC(Sc1ncn[nH]1)C(=O)NCc1ccccc1 (stereo not given)	-8%	11	-7%	0%	0%	17%	1	2%	-9%
COCCn1cnc2c1c(=O)n(CC(=O)OCC(=O)NCCCc1ccccc1)c(=O)n2Cc1ccccc1	-9%	-9	11%	-9%	-4%	-9%	3	-6%	-3%
COc1ccc(/C(O)=C2/C(=O)C(=O)N(c3ncccn3)C2c2ccc(OC)c(OC)c2)cc1 (stereo not given)	-21%	11	17%	13%	-5%	12%	2	-12%	-2%
CCOC(=O)[C@H]1[C@H]2COc3cc(OC)ccc3[C@@H]2N2C(=O)N(c3cccc(F)c3)C(=O)[C@@]12C	-15%	8	17%	-1%	8%	11%	4	-5%	-6%
O=C(NCCc1ccccc1)c1cccnc1N1CCCCCC1	11%	-1	-7%	5%	26µM*	-4%	2	?	3%
Cc1ccc2[nH]c3c(c2c1)CN(C(=O)CN1CCCCC1)CC3	9%	-10	2%	-1%	?	-2%	3	2%	-13%
CCN(CC)c1nc2cc(C)ccc2cc1/C=C(\C#N)C(N)=O	-8%	-58*	4%	?	-2%	-26%	3	-20%	0%
Cc1[nH]c(=O)[nH]c(=O)c1S(=O)(=O)NCC12CC3CC(CC(C3)C1)C2	4%	43	15%	-1%	0%	-2%	0	4%	-25%
O=c1[nH]nnc2c1cnn2-c1ccccc1	5%	10	?	21%	-1%	13%	7	?	2%
Cc1cccc(OCc2nnc(SCC(=O)N3CCN(C(=O)c4ccco4)CC3)n2C)c1C	-12%	1	4%	-22%	-9%	3%	14	11%	-7%
Cc1ccc2[nH]c(O)c(N=O)c2c1	4%	5	?	-6%	2%	-2%	7	-16%	1%
O=C(NCCCN1CCOCC1)Nc1ccc(Cc2ccc(NC(=O)NCCCN3CCOCC3)cc2)cc1	7%	-10	8%	-5%	-2%&-33%	-1%	-1	0%	-10%&-4%
Cc1csc2ncnc(N3CCN(C(=S)Nc4ccc(C(F)(F)F)cc4)CC3)c12	-15%	19	-9%	-6%	0%	-13%	9	-12%	?
COc1ccc(CNC(=O)CN2CCC(NC(=O)c3cccc(OC)c3)CC2)cc1	-12%	5	-1%	-8%	17%	1%	-6	-16%	2%
CC(C(=O)NCc1ccco1)n1nc(-c2ccccc2)c2cc(Cl)ccc21 (stereo not given)	1%	-6	10%	2%	?	-1%	-2	-14%	5%
NC(=S)N/N=C1\CC(n2nnn(-c3cccc(Cl)c3)c2=S)C2COC1O2 (stereo not given)	-15%	43	-3%	-8%	-6%	-8%	-2	-3%	-2%
CCCCNC(=O)C1CC(c2cccc(F)c2)=NO1 (stereo not given)	-12%	1	5%	9%	6%	14%	-6	0%	4%
O=C(NCc1cn2ccsc2n1)Nc1cccc(Cl)c1	24%	-21	-8%	-6%	-16%	-7%	-11	-8%	-3%
O=C(O)CCC(=O)N1CN2CN(C(=O)CCC(=O)O)CC([N+](=O)[O-])(C2)C1	-6%	-2	14%	16%	5%	15%	8	5%	1%
CCN(CC)CCNC(=O)c1cc2cc(Br)ccc2s1	31%	?	0%	?	0%	?	-20	?	7%
COc1ccc(NC(=O)CSc2nnnn2C2CCCCC2)c(OC)c1	-1%	-20	-5%	-5%	-5%	-3%	3	-7%	-26%
Cc1ccc(S(=O)(=O)c2nc(C(C)(C)C)oc2N2CCOCC2)cc1	-12%	-9	-2%	8%	2%	19%	-5	4%	-1%
Cc1cccc(NC(=O)CN(C)S(=O)(=O)c2cccs2)c1	16%	13	10%	14%	-13%	5%	8	-11%	-2%
